STK33 kinase inh: inhibitors of human STK33 kinase. 320,000 tested, 0.073% active. purified STK33, MBP phosphorylation, ADP-Glo luminescence. AID 2661. Q9BYT3. inhibition, % at 10 µM;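 active means inhibition at or above 25%, using the most active replicate where run in duplicate; inactive means inhibition below 25%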
Target sequence (Q9BYT3 whole entry, looked up): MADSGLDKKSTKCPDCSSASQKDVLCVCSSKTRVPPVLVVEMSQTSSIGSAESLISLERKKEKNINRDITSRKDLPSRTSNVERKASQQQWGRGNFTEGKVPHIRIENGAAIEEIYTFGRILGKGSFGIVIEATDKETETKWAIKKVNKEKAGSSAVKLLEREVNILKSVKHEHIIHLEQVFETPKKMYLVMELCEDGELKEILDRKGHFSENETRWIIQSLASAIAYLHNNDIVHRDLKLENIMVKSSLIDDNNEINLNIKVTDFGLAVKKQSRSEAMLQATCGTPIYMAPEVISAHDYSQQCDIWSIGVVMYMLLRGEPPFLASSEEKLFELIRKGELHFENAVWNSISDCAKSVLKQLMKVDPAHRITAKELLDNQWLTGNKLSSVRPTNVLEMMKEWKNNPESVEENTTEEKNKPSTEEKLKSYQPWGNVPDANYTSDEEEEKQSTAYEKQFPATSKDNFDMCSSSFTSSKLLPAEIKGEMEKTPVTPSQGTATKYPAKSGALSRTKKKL
OX1R antag-1: antagonists of human orexin 1 receptor; CHO/OX1R cells, Fluo-8 calcium fluorescence, orexin A; inhibition, % at 5 µM; O43613; AID 434989; 330,000 tested, 0.43% active;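 active means inhibition above its plate's threshold, mean inhibition of all tested compounds on the plate plus 3 SD, cut at about 37% in these data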;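 further: 0% = orexin A challenge wells and 100% = SB-334867-A antagonist wells; not every result past the cut was called active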
Target sequence (O43613 whole entry, looked up): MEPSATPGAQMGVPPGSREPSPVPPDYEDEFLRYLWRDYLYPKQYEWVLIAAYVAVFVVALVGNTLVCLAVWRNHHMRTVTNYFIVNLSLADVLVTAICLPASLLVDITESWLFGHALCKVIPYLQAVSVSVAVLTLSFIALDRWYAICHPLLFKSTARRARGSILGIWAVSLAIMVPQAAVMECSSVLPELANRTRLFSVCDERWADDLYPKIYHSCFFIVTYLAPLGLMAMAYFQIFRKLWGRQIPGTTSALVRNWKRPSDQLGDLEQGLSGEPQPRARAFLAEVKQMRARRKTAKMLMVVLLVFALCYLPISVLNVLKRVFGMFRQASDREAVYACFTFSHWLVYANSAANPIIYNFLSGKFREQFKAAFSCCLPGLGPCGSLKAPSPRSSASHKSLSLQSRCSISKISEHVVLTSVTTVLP
OX1R antag-2: OX1R (human) antagonism; O43613; OX1R-expressing cells, FRET antagonist read-out; inhibition, % at 6.6 µM; 330,000 tested, 1.8% active; AID 485270; in the data active means inhibition mostly above about 38%, no sharp cut-off; inactive means mostly below about 40%;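 further: 0% = agonist challenge alone and 100% = reference antagonist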
* marks the source's active call; other numbers are inactive results; . = no result given.

Compound	STK33 kinase inh	OX1R antag-2	OX1R antag-1
C[C@@H](C(=O)N[C@@H](Cc1ccccc1)C(=O)O)n1nnc2ccccc2c1=O	-0.8	14.4	-0.4
CSCCC(NS(=O)(=O)c1cccs1)C(=O)NCc1ccccc1 (stereo not given)	-0.2	6.0	-17.6
O=C(NCC(c1cccs1)N1CCOCC1)c1cc([N+](=O)[O-])cc([N+](=O)[O-])c1 (stereo not given)	-0.7	112.3*	-9.0
CCC(C)(C)C1CCc2[nH]nc(C(=O)O)c2C1 (stereo not given)	-2.2	34.0	0.8
COC(=O)c1cn(S(=O)(=O)c2ccccc2)c2ccccc12	0.1	24.4	-30.8
Cc1cc(C)n2nc(Sc3ncccc3[N+](=O)[O-])nc2n1	-4.6	45.1*	-6.0
O=C(Nc1ccccc1)c1n[nH]c(Cn2cncn2)n1	-1.8	12.4	0.5
O=[N+]([O-])c1ccc(CSc2nc3ccccc3[nH]2)cc1	1.7	32.9	-5.5
O=C(CSc1nc2nn(-c3ccccc3)c(=O)c-2c2n1CCCCC2)Nc1ccc(OC(F)F)cc1	1.7	17.7	15.4
O=C(CSC1CC(=O)N(CCc2ccccc2)C1=O)Nc1ccc(Br)cc1 (stereo not given)	0.0	34.6	-11.0
O=C(CSc1nnc(COc2ccc(Cl)cc2)o1)NC1CCCCC1	-2.0	16.5	-4.3
O=C(NCc1ccco1)c1cc(S(=O)(=O)N2CCCCC2)ccc1Cl	1.0	13.0	-26.4
Fc1ccc(CNC(=S)Nc2ccc(Cl)cc2Cl)cc1	-1.8	27.6	3.1
Cc1cc(=O)n2nc(N3CCCC(C(=O)NC4CCC(C)CC4)C3)sc2n1 (stereo not given)	-0.6	11.8	-15.3
COC(=O)CCC(=O)OC1(C)C(=O)C2=CN(c3ccccc3)C(c3ccc(OC)cc3)=CC2=C(Br)C1=O (stereo not given)	-0.5	19.8	-29.2
COc1ccc(/C=C(\C#N)C(=O)Nc2cccnc2)cc1	-0.7	17.6	-5.7
Clc1ccc2noc(-c3ccccc3)c2c1	0.2	5.9	0.7
O=C1NC(Nc2nccs2)(C(F)(F)F)C(=O)N1CCc1ccccc1 (stereo not given)	-1.6	20.7	3.0
O=C(CCNC(=O)c1ccccc1Cl)Nc1cc(C(F)(F)F)ccc1N1CCCC1	-0.8	6.6	-21.8
Cc1cccc2cc(CN(CCCO)C(=O)Nc3ccccc3Cl)c(=O)[nH]c12	0.9	13.1	-21.0
CCOc1ccc(S(=O)(=O)N2CCN(C(=O)C3CCC3)CC2)cc1	-0.5	15.0	-20.2
Cc1cc(N2CCCC2)ccc1/C=C1/C(=O)N(C)C(=S)N1C	0.4	11.2	16.3
COc1ccc(S(=O)(=O)N2Cc3ccccc3CC2C(=O)Nc2nccs2)cc1 (stereo not given)	-1.4	6.0	28.4
O=c1c2ccccc2sn1-c1cc(S(=O)(=O)N2CCOCC2)ccc1N1CCCC1	-1.9	4.7	-31.4
COc1ccc(C2(CNC(=O)c3ccc(C)cc3)CCOCC2)cc1	-2.4	14.4	-22.4

Compound profiles, as listed above. Order of values: STK33 kinase inh, OX1R antag-2, OX1R antag-1
Profile of `CCOc1ccc(S(=O)(=O)N2CCN(C(=O)C3CCC3)CC2)cc1` : -0.5, 15.0, -20.2
Profile of `COC(=O)c1cn(S(=O)(=O)c2ccccc2)c2ccccc12` : 0.1, 24.4, -30.8

Other records.
Compound	STK33 kinase inh	OX1R antag-2	OX1R antag-1
CC(C)COC(=O)c1cccc2c1-c1ccccc1/C2=N\O	4.8	18.0	-8.9
CN(C)C(=O)c1snnc1-c1ccccc1	-2.2	20.2	-43.6
COc1ccc(-n2c(C)nc3cc(C(=O)N4CCOCC4)ccc32)cc1	0.3	29.9	4.2
CCOC(=O)N1CCN(C(=S)NC(=O)C2CCCC2)CC1	-3.1	8.2	-6.7
COC(=O)N/N=C(C)\C=C\c1ccco1	-0.8	33.8	-7.2
CCC(C(=O)Nc1cc(Cl)ccc1OC)c1ccccc1 (stereo not given)	.	11.0	-25.3
Cc1ccc(N2C(S)=C(C#N)C(=O)NC2c2cccs2)cc1 (stereo not given)	2.1	12.2	5.9
O=C(CSc1c[nH]c2ccccc12)N1CCCc2ccccc21	-1.0	23.2	-5.9
Cc1ccc(S(=O)(=O)N(C)C)cc1NC(=S)NCc1ccco1	-0.2	14.3	-17.5
COc1cc(CC(=O)Nc2ccc(S(=O)(=O)N(C)C)cc2)cc(OC)c1OC	-0.3	6.2	-2.4
CCN(CC(=O)NC)S(=O)(=O)c1ccc(Br)cc1	1.0	34.3	-14.8
CS(=O)(=O)N1CCN(C(=O)c2cc3ccccc3oc2=O)CC1	-2.6	8.5	-5.1
CSc1nnc(C)c(/C=C/Nc2ccc(C)cc2)n1	-2.6	0.7	-26.6
O=C(Cn1ncc2c(=O)oc3ccccc3c21)N1CCN(C(=O)c2ccco2)CC1	0.1	9.7	-6.7
CCc1ccc(-n2c(SCC(=O)NC3CCS(=O)(=O)C3)nc3ccccc3c2=O)cc1 (stereo not given)	-1.1	25.4	-23.3
CCCC(C)n1[nH]c(=O)c2c(C)cc(C)nc21 (stereo not given)	-1.0	5.7	-8.8
CC(OC(=O)CC1Sc2ccccc2NC1=O)C(=O)NC1CCCC1 (stereo not given)	-2.3	13.7	-18.1
CCC/C(O)=C1\C(=O)CCCC1=NCCc1ccc(OCC)c(OCC)c1	0.1	18.3	-20.8
CC(=O)NCCn1c(SCc2cc(=O)n3cc(Cl)ccc3n2)nc2ccccc2c1=O	0.2	5.9	-17.6
C=CCn1c(C(CCCC)CC(O)COCCC)n[nH]c1=S (stereo not given)	1.0	7.3	-7.8
Cc1ccc(S(=O)(=O)NCCSC(C)(C)C)cc1	-0.2	2.0	-21.5
CC(=O)c1ccc(N2CCN(CC(=O)N(C3CC3)C3CCS(=O)(=O)C3)CC2)c(F)c1 (stereo not given)	-0.6	0.5	-16.3
CCOC(=O)CCNC(=O)N1CCCC(C(=O)c2cccc(Cl)c2)C1 (stereo not given)	-0.8	6.9	-18.6
CCOc1ccccc1CNC(=O)C1CCN(c2nc3ccccc3o2)CC1	-3.1	11.7	-22.5
Cc1ccc(N(C(=O)C(F)(F)F)C(C(=O)NC2CCCCC2)c2cccs2)cc1 (stereo not given)	-1.0	17.0	-20.6

Continuation:
Compound	STK33 kinase inh	OX1R antag-2	OX1R antag-1
O=C(c1n[nH]c(=O)c2ccccc12)N1CCN(c2ccccc2)CC1	-1.2	13.9	1.3
Cn1c(CCN2CCCC2)nc2cc(NS(=O)(=O)c3ccccc3)ccc21	-1.5	-3.5	-7.6
O=C(O)/C=C/C(=O)N1CCc2ccccc21	-1.0	3.7	-9.1
CC(C)n1cc(NC(=O)c2cc(-c3ccccc3)on2)cn1	1.3	10.6	-11.6
CCC(=O)c1ccc(OCC(=O)OCC(=O)NCCCc2ccccc2)cc1	-0.4	9.3	-17.7
CN1C(=O)c2ccccc2Sc2ccc(C(=O)O)cc21	-1.4	1.2	15.3
O=C(c1ccc(SCc2cccc(Br)c2)c([N+](=O)[O-])c1)N1CCN(c2ccccn2)CC1	-0.3	9.9	-6.5
O=C(O)c1ccc(N/N=C/c2ccc(OC(=O)c3ccccc3Cl)cc2)cc1	-0.4	16.5	-0.3
O=[N+]([O-])c1ccccc1S(=O)(=O)Nc1nc2ccccc2s1	0.0	15.1	-9.6
COCC(C)NC(=O)C1c2ccccc2Oc2ccccc21 (stereo not given)	0.4	18.5	-8.4
Cc1nc(NN)c2c3c(sc2n1)COC(C)(C)C3	-1.9	1.7	-21.1
CC1CN(C(=O)COC(=O)Cc2c(F)cccc2Cl)CC(C)O1 (stereo not given)	0.8	1.6	-15.8
CN1CCN(CCCC(=O)c2ccc(F)cc2)CC1	-0.6	3.4	-19.7
CCOC(=O)C(Cc1ccccc1)NC(C)=O (stereo not given)	0.6	13.7	1.9
COc1cccc(Nc2ncc(C(=O)O)c3ccccc23)c1	0.0	45.9	-5.0
O=C(Nc1ccc2[nH]ncc2c1)c1cccc(F)c1	1.8	9.8	-1.1
COc1ccc(C2/C(=C(/O)c3ccccc3)C(=O)C(=O)N2CCCN2CCOCC2)cc1 (stereo not given)	-0.3	4.4	-15.2
Cc1ccc(OCC(=O)Nc2cc(NC(=O)COc3ccc(C)cc3)cc(C(=O)O)c2)cc1	-0.9	7.2	-2.7
COc1cc(OC)c2c(-c3ccccc3)cc(=O)oc2c1C(CCN1CCOCC1)c1ccc(N(C)C)cc1 (stereo not given)	.	15.1	-4.7
Clc1cccc(-c2nnc(-c3ccno3)o2)c1	-1.1	9.9	-7.9
COC(=O)c1cc2ccsc2n1CC(=O)Nc1cc(Cl)ccc1OC	1.8	12.6	20.2
Cc1ccccc1NC(=O)C(=O)NCCCN1CCCC1=O	-0.6	8.2	13.7
CCCCN(C)CCNC(=O)Cn1ncc2c(=O)oc3ccc(C)cc3c21	-1.4	3.5	-8.7
CC(C)(C)CC(=O)Nc1cc2c3c(c1)CCN3C(=O)CC2	-0.6	7.2	7.2
CCC(=O)n1nc(-c2ccco2)nc1N	-0.4	7.7	-7.3

(list continues)
Compound	STK33 kinase inh	OX1R antag-2	OX1R antag-1
O=C(CNC(=O)C1CCCCC1)OCC(=O)c1ccc(Cl)s1	-1.0	9.1	3.2
Cn1cc(CN2CCCC(C(=O)c3ccc(-c4ccccc4)cc3)C2)cn1 (stereo not given)	1.1	8.0	-29.7
O=C(Nc1cccc(F)c1)C1CC(=O)N(c2ccc(Br)cc2)C1 (stereo not given)	-0.2	8.1	-13.6
COc1ccccc1C(CNC(=O)CSc1ccc2ccccc2c1)N(C)C (stereo not given)	0.0	27.4	-18.3
CCC/C=N/Nc1nnc(Cc2ccccc2)c(=O)[nH]1	-0.9	6.0	-19.2
Cc1ccccc1S(=O)(=O)c1c(C)cc(-c2ccccc2)[nH]c1=O	1.2	15.3	-6.8
O=C(CSc1nc(=O)n(CCCN2CCOCC2)c2c1CCCC2)Nc1cccc([N+](=O)[O-])c1	-0.6	17.2	-28.2
Cc1ccc(C(=O)CSc2nc(-c3ccccc3)cc(=O)[nH]2)cc1	0.9	17.2	-26.2
Cc1ccc(NC(=S)N(CCCN2CCOCC2)Cc2ccco2)cc1Cl	0.5	23.0	-18.0
COc1ccc2nc(N3C(=O)CNC3=S)sc2c1	-0.5	17.1	8.2
CC1=CC(C)(C)n2c(O)c(N=NC(N)=S)c3c(C)c(C)cc1c32	.	12.3	-3.6
Cc1onc(-c2c(F)cccc2Cl)c1-c1nnc(-c2ccc(C(F)(F)F)cc2)o1	-0.5	6.8	-22.1
CCCCNC(=O)CNC(=O)c1cccs1	0.6	5.5	0.6
COC(=O)c1ccc(Sc2ccccc2NS(=O)(=O)c2ccc(C)cc2)nc1	0.6	33.2	-15.4

Gathered by group, those above containing an NH in an aromatic ring
Compound	STK33 kinase inh	OX1R antag-2	OX1R antag-1
CCC(C)(C)C1CCc2[nH]nc(C(=O)O)c2C1 (stereo not given)	-2.2	34.0	0.8
O=C(Nc1ccccc1)c1n[nH]c(Cn2cncn2)n1	-1.8	12.4	0.5
O=[N+]([O-])c1ccc(CSc2nc3ccccc3[nH]2)cc1	1.7	32.9	-5.5
Cc1cccc2cc(CN(CCCO)C(=O)Nc3ccccc3Cl)c(=O)[nH]c12	0.9	13.1	-21.0
O=C(CSc1c[nH]c2ccccc12)N1CCCc2ccccc21	-1.0	23.2	-5.9
CCCC(C)n1[nH]c(=O)c2c(C)cc(C)nc21 (stereo not given)	-1.0	5.7	-8.8
C=CCn1c(C(CCCC)CC(O)COCCC)n[nH]c1=S (stereo not given)	1.0	7.3	-7.8
O=C(c1n[nH]c(=O)c2ccccc12)N1CCN(c2ccccc2)CC1	-1.2	13.9	1.3
O=C(Nc1ccc2[nH]ncc2c1)c1cccc(F)c1	1.8	9.8	-1.1
CCC/C=N/Nc1nnc(Cc2ccccc2)c(=O)[nH]1	-0.9	6.0	-19.2
Cc1ccccc1S(=O)(=O)c1c(C)cc(-c2ccccc2)[nH]c1=O	1.2	15.3	-6.8
Cc1ccc(C(=O)CSc2nc(-c3ccccc3)cc(=O)[nH]2)cc1	0.9	17.2	-26.2
